Compound activity deposited in PubChem BioAssay by several laboratories.
NALP1 yeast inh: inhibitors of NALP1 inflammasome in yeast; S. cerevisiae NALP1/ASC/caspase-1 growth, X-gal OD620, 72 h; inhibition, % at 10 µM; hit rate 0.61% among 280,000; AID 2071; in the data active = inhibition mostly above about 24%, no sharp cut-off; inactive = mostly below about 32%; also: some compounds called inactive have numbers as strong as hits
VIM-2 inh: inhibitors of Pseudomonas aeruginosa VIM-2 metallo-beta-lactamase; AID 1527; purified VIM-2, nitrocefin hydrolysis, epi-absorbance fluorescence; hit rate 0.89% among 290,000; inhibition, % at 5.6 µM;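 active = inhibition above the mean of all tested compounds plus 3 SD, cutoff set per screening run, cut at about 7.5% in these data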;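 also: red hydrolysis product quenches plate fluorescence so inhibitors raise well fluorescence; 0% = enzyme with DMSO and 100% = DMSO without enzyme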
UBC9 SUMO inh: SUMOylation inhibition; HTRF SUMOylation assay, SAE1/SAE2 + UBC9, in vitro; hit rate 0.36% among 290,000; inhibition, % at 35 µM; in the data active = inhibition above about 50%, passing the limit was not always enough; also: strong numbers were not always called active
Target sequence (P63279 whole entry, looked up): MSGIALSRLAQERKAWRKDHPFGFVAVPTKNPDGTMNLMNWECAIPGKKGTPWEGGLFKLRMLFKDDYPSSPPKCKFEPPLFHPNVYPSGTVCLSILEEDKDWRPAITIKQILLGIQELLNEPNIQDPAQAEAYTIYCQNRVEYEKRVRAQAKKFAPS
MEKK2 WT-MEK5: raises or lowers MEK5 binding to wildtype human MEKK2 PB1 domain | hit rate 1.1% among 290,000 | binding response (% of control), % at 10 µM | bead flow cytometry, Alexa488-MEK5 binding to MEKK2 WT; actives lie on both sides | Q9Y2U5; in the data active = binding response below about 67% or above about 130%
IMP-1 inh: blocks Pseudomonas aeruginosa IMP-1 metallo-beta-lactamase | hit rate 0.45% among 290,000 | purified IMP-1, nitrocefin hydrolysis, epi-absorbance fluorescence | AID 1556 | inhibition, % at 5.6 µM;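 active = inhibition above the mean plus 3 SD of all compounds in the same screening run, cut at about 4.5% in these data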;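 also: 0% = IMP-1 with DMSO and 100% = DMSO wells lacking enzyme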
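System: purified IMP-1; amount: IMP-1 0.2 nM before substrate addition; compound: single dose, 5.6 µM; times: 25 °C, 15 min preincubation, 25 min reaction; signal: Epi-absorbance via hydrolysed-nitrocefin quenching of white-plate fluorescence, 480/530 nm, EDTA stop; benchmarks: DMSO with and without IMP-1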
DNA FID counter: displaces DNA intercalator in HCV helicase counter-screen; DNA fluorescent intercalator displacement, fluorescence; inhibition, % at 7.9 µM; hit rate 0.17% among 290,000; in the data active = inhibition above about 37%;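 also: 0% = vehicle and 100% = reference compound; higher means more ethidium bromide displaced from hairpin DNA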
M18AAP inhibitor: blocks P. falciparum M18 aspartyl aminopeptidase; recombinant PfM18AAP, H-Glu-NHMec fluorogenic cleavage; inhibition, % at 7.35 µM; hit rate 1.2% among 290,000;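 active = inhibition above the campaign mean inhibition over all tested compounds plus 3 SD, cut at about 28% in these data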;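 also: 0% = plate median of test compound wells and 100% = 2 mM ZnCl2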
MEKK2 mut-MEK5: signal of MEK5 binding to mutant human MEKK2 PB1 domain; hit rate 0.35% among 290,000; percent response, % at 10 µM; bead flow cytometry, Alexa488-MEK5 binding to MEKK2 mutant; in the data active = percent response above about 24%, passing the limit was not always enough; also: inactives centre near 1; some results filed as inactive read as strong as hits
HCV NS3 hel inh: HCV NS3 helicase inhibition | NS3 helicase DNA unwinding, Cy5 molecular beacon fluorescence | inhibition, % at 10.9 µM | hit rate 0.56% among 290,000 | AID 1800;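 active = inhibition above the mean of all tested compounds plus 3 SD, set per campaign, cut at about 35% in these data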;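 also: 0% = DMSO wells and 100% = thioflavine S control wells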
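Material: hepatitis C virus NS3 helicase domain fragment enzyme; measured by: Cy5 fluorescence, 0 and 60 min reads; control set: DMSO and thioflavine S; incubation: 60 min unwinding reaction at 25 °C after ATP addition; read-out basis: % inhibition from 60/0 min fluorescence ratio, DMSO 0%, thioflavine S 100%; repeats: singlicate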
Numbers without * were called inactive.

How did CCN(C(=O)COC(=O)c1nc2nc(C)cc(C)n2n1)C1CCS(=O)(=O)C1 (stereo not drawn) do in these assays?
NALP1 yeast inh: 16; VIM-2 inh: -2.0; UBC9 SUMO inh: 8; MEKK2 WT-MEK5: 105; IMP-1 inh: -0.4; DNA FID counter: 2; M18AAP inhibitor: -3; MEKK2 mut-MEK5: 4; HCV NS3 hel inh: 14

What do the screens show for `O=c1cc(N2CCN(c3ccccc3)CC2)[nH]c(=O)n1-c1ccccc1`?
NALP1 yeast inh: 14; VIM-2 inh: 0.6; UBC9 SUMO inh: 4; MEKK2 WT-MEK5: 102; IMP-1 inh: -0.1; DNA FID counter: -8; M18AAP inhibitor: -4; MEKK2 mut-MEK5: -2; HCV NS3 hel inh: -3

Results for CCc1ccc2[nH]c(=O)c(Cc3ccccc3)c(O)c2c1 ?
NALP1 yeast inh: 12; VIM-2 inh: -2.3; UBC9 SUMO inh: 21; MEKK2 WT-MEK5: 91; IMP-1 inh: -1.9; DNA FID counter: -8; M18AAP inhibitor: -8; MEKK2 mut-MEK5: 21; HCV NS3 hel inh: -11

What do the screens show for `O=C(O)c1ccc(NC2CC(=O)N(Cc3ccccc3)C2=O)cc1` (stereo not drawn)?
NALP1 yeast inh: -9; VIM-2 inh: 0.2; UBC9 SUMO inh: 4; MEKK2 WT-MEK5: 81; IMP-1 inh: 1.2; DNA FID counter: -1; M18AAP inhibitor: -3; MEKK2 mut-MEK5: -9; HCV NS3 hel inh: 9

How did Cc1cc(NC(=O)CSCC(=O)N(c2cccc(Cl)c2)C(C(=O)NC2CCCCC2)c2ccc(O)c(O)c2)no1 (stereo not drawn) do in these assays?
NALP1 yeast inh: 5; VIM-2 inh: 0.3; UBC9 SUMO inh: -9; MEKK2 WT-MEK5: 101; IMP-1 inh: -2.8; DNA FID counter: -31; M18AAP inhibitor: 57*; MEKK2 mut-MEK5: -1; HCV NS3 hel inh: -1

What do the screens show for `O=C(NCCCNC(=O)c1cnccn1)c1ccc(Br)cc1`?
NALP1 yeast inh: -8; VIM-2 inh: -1.9; UBC9 SUMO inh: -10; MEKK2 WT-MEK5: 101; IMP-1 inh: -1.4; DNA FID counter: 0; M18AAP inhibitor: -1; MEKK2 mut-MEK5: -2; HCV NS3 hel inh: 2

How did COCc1cc(CN2CCCC(CNC(=O)c3ccc(F)cc3)C2)ccc1OC (stereo not drawn) do in these assays?
NALP1 yeast inh: 6; VIM-2 inh: -1.4; UBC9 SUMO inh: 7; MEKK2 WT-MEK5: 107; IMP-1 inh: -2.4; DNA FID counter: 5; M18AAP inhibitor: 7; MEKK2 mut-MEK5: 8; HCV NS3 hel inh: 5

Results for COc1ccc(CNC(=O)Cc2c[nH]c3ccccc23)cc1OC ?
NALP1 yeast inh: 4; VIM-2 inh: -2.4; UBC9 SUMO inh: 7; MEKK2 WT-MEK5: 107; IMP-1 inh: -3.9; DNA FID counter: -5; M18AAP inhibitor: 5; MEKK2 mut-MEK5: 7; HCV NS3 hel inh: 16

Results for Cc1nn(C(C)C)c(C)c1CN1CCCC(C(=O)c2cccc(OC(C)C)c2)C1 (stereo not drawn) ?
NALP1 yeast inh: 8; VIM-2 inh: 0.6; UBC9 SUMO inh: 21; MEKK2 WT-MEK5: 93; IMP-1 inh: -2.0; DNA FID counter: 9; M18AAP inhibitor: -7; MEKK2 mut-MEK5: -5; HCV NS3 hel inh: -8

How did CCN(C(=O)CSc1nnc(CNc2cccc(OC)c2)n1C1CCCCC1)C1CCS(=O)(=O)C1 (stereo not drawn) do in these assays?
NALP1 yeast inh: 10; VIM-2 inh: -1.8; UBC9 SUMO inh: -2; MEKK2 WT-MEK5: 103; IMP-1 inh: -2.5; DNA FID counter: -53; M18AAP inhibitor: -2; MEKK2 mut-MEK5: 7; HCV NS3 hel inh: 7

How did CCOC(=O)c1sc(NC(=O)CSc2n[nH]c(CC(C)C)n2)nc1C do in these assays?
NALP1 yeast inh: 25; VIM-2 inh: -1.3; UBC9 SUMO inh: 8; MEKK2 WT-MEK5: 96; IMP-1 inh: -1.2; DNA FID counter: -6; M18AAP inhibitor: -1; MEKK2 mut-MEK5: -2; HCV NS3 hel inh: 4

What do the screens show for `CCC1CCCCN1CCCNC(=O)C1CCN(S(=O)(=O)N2CCCCC2)CC1` (stereo not drawn)?
NALP1 yeast inh: 1; VIM-2 inh: -3.4; UBC9 SUMO inh: 7; MEKK2 WT-MEK5: 118; IMP-1 inh: -1.3; DNA FID counter: 8; M18AAP inhibitor: -1; MEKK2 mut-MEK5: 2; HCV NS3 hel inh: 11

How did CCSc1nnc(NC(=O)CSc2nccn2-c2cccc(C)c2)s1 do in these assays?
NALP1 yeast inh: -12; VIM-2 inh: -3.4; UBC9 SUMO inh: 13; MEKK2 WT-MEK5: 113; IMP-1 inh: -1.6; DNA FID counter: -20; M18AAP inhibitor: 2; MEKK2 mut-MEK5: 14; HCV NS3 hel inh: -16

How did NC(=O)c1cnn2c(C(F)(F)F)cc(-c3ccccc3)nc12 do in these assays?
NALP1 yeast inh: 2; VIM-2 inh: 1.0; UBC9 SUMO inh: 26; MEKK2 WT-MEK5: 98; IMP-1 inh: -1.8; DNA FID counter: -5; M18AAP inhibitor: -5; MEKK2 mut-MEK5: -2; HCV NS3 hel inh: 1

Results for Cc1cccc(C(=O)C2CCN(S(=O)(=O)c3cccc(C(=O)O)c3)CC2)c1 ?
NALP1 yeast inh: 26; VIM-2 inh: 0.2; UBC9 SUMO inh: 7; MEKK2 WT-MEK5: 98; IMP-1 inh: 0.1; DNA FID counter: -25; M18AAP inhibitor: -6; MEKK2 mut-MEK5: -6; HCV NS3 hel inh: 22

How did Cc1cc2ncn(-c3ncnc4sc5c(c34)CCC(C)C5)c2cc1C (stereo not drawn) do in these assays?
NALP1 yeast inh: 6; VIM-2 inh: -1.5; UBC9 SUMO inh: 7; IMP-1 inh: -2.4; DNA FID counter: -6; M18AAP inhibitor: -18; HCV NS3 hel inh: -4

What do the screens show for `CCOC(=O)c1c(S(=O)(=O)NCCc2cccs2)c(C)n(C)c1C`?
NALP1 yeast inh: 12; VIM-2 inh: -0.4; UBC9 SUMO inh: 11; MEKK2 WT-MEK5: 98; IMP-1 inh: 0.7; DNA FID counter: -35; M18AAP inhibitor: -6; MEKK2 mut-MEK5: -5; HCV NS3 hel inh: -6

How did CCOc1ccc(C2c3[nH]c4ccccc4c3CCN2Cc2cn(CC)nc2C)cc1 (stereo not drawn) do in these assays?
NALP1 yeast inh: -1; VIM-2 inh: 1.7; UBC9 SUMO inh: 19; MEKK2 WT-MEK5: 106; IMP-1 inh: 1.1; DNA FID counter: 5; M18AAP inhibitor: -4; MEKK2 mut-MEK5: 3; HCV NS3 hel inh: -4

What do the screens show for `CC(=O)c1cn(CC(=O)NCc2ccco2)c2ccccc12`?
NALP1 yeast inh: -11; VIM-2 inh: -0.9; UBC9 SUMO inh: -8; MEKK2 WT-MEK5: 90; IMP-1 inh: -2.0; DNA FID counter: 0; M18AAP inhibitor: 2; MEKK2 mut-MEK5: -4; HCV NS3 hel inh: 9

How did Cc1ccnc(Sc2ncccc2[N+](=O)[O-])n1 do in these assays?
NALP1 yeast inh: 15; VIM-2 inh: -3.1; UBC9 SUMO inh: 10; MEKK2 WT-MEK5: 107; IMP-1 inh: -5.8; DNA FID counter: -3; M18AAP inhibitor: -4; MEKK2 mut-MEK5: 5; HCV NS3 hel inh: -9

Results for O=C(O)c1ccc(-n2nnnc2SCc2ccccc2)cc1 ?
NALP1 yeast inh: 27; VIM-2 inh: -0.1; UBC9 SUMO inh: 4; MEKK2 WT-MEK5: 101; IMP-1 inh: -4.1; DNA FID counter: -7; M18AAP inhibitor: 14; MEKK2 mut-MEK5: 7; HCV NS3 hel inh: 2

What do the screens show for `Cc1c(C(=O)OCC(=O)Nc2cccc(S(N)(=O)=O)c2)oc2c1ccc1ccccc12`?
NALP1 yeast inh: -9; VIM-2 inh: -0.4; UBC9 SUMO inh: -8; MEKK2 WT-MEK5: 102; IMP-1 inh: -1.3; DNA FID counter: -10; M18AAP inhibitor: 1; MEKK2 mut-MEK5: -5; HCV NS3 hel inh: -18

What do the screens show for `COc1ccc(C2C(C(=O)N3CC(C)CC(C)C3)c3ccccc3C(=O)N2C)cc1` (stereo not drawn)?
NALP1 yeast inh: 17; VIM-2 inh: -0.9; UBC9 SUMO inh: 20; MEKK2 WT-MEK5: 102; IMP-1 inh: -1.4; DNA FID counter: -34; M18AAP inhibitor: 2; MEKK2 mut-MEK5: 0; HCV NS3 hel inh: 1

What do the screens show for `CC1CC(=O)Nc2ccc([N+](=O)[O-])cc2N1C` (stereo not drawn)?
NALP1 yeast inh: 9; VIM-2 inh: -1.7; UBC9 SUMO inh: 9; MEKK2 WT-MEK5: 93; IMP-1 inh: -3.3; DNA FID counter: 2; M18AAP inhibitor: 2; MEKK2 mut-MEK5: -2; HCV NS3 hel inh: 4

Results for CSc1nsc(SC)c1NC(=O)N1CCCC1 ?
NALP1 yeast inh: 4; VIM-2 inh: -1.9; UBC9 SUMO inh: 11; MEKK2 WT-MEK5: 100; IMP-1 inh: -1.9; DNA FID counter: -2; M18AAP inhibitor: 1; MEKK2 mut-MEK5: 3; HCV NS3 hel inh: -10

How did COc1ccc(N2C(=O)C3C4c5ccccc5C(C=Nc5ccc(C)cc5C)(c5ccccc54)C3C2=O)cc1 (stereo not drawn) do in these assays?
VIM-2 inh: 1.8; MEKK2 WT-MEK5: 90; IMP-1 inh: 0.3; DNA FID counter: -12; M18AAP inhibitor: 2; MEKK2 mut-MEK5: -3; HCV NS3 hel inh: 1

As a short view, some entries already given.
What do the screens show for `COc1ccc(C2C(C(=O)N3CC(C)CC(C)C3)c3ccccc3C(=O)N2C)cc1` (stereo not drawn)?
NALP1 yeast inh: 17; VIM-2 inh: -0.9; UBC9 SUMO inh: 20; MEKK2 WT-MEK5: 102; IMP-1 inh: -1.4; DNA FID counter: -34; M18AAP inhibitor: 2; MEKK2 mut-MEK5: 0; HCV NS3 hel inh: 1

What do the screens show for `CC1CC(=O)Nc2ccc([N+](=O)[O-])cc2N1C` (stereo not drawn)?
NALP1 yeast inh: 9; VIM-2 inh: -1.7; UBC9 SUMO inh: 9; MEKK2 WT-MEK5: 93; IMP-1 inh: -3.3; DNA FID counter: 2; M18AAP inhibitor: 2; MEKK2 mut-MEK5: -2; HCV NS3 hel inh: 4

Results for CSc1nsc(SC)c1NC(=O)N1CCCC1 ?
NALP1 yeast inh: 4; VIM-2 inh: -1.9; UBC9 SUMO inh: 11; MEKK2 WT-MEK5: 100; IMP-1 inh: -1.9; DNA FID counter: -2; M18AAP inhibitor: 1; MEKK2 mut-MEK5: 3; HCV NS3 hel inh: -10

How did COc1ccc(N2C(=O)C3C4c5ccccc5C(C=Nc5ccc(C)cc5C)(c5ccccc54)C3C2=O)cc1 (stereo not drawn) do in these assays?
VIM-2 inh: 1.8; MEKK2 WT-MEK5: 90; IMP-1 inh: 0.3; DNA FID counter: -12; M18AAP inhibitor: 2; MEKK2 mut-MEK5: -3; HCV NS3 hel inh: 1
